Bioassay records (PubChem BioAssay)
aGal spleen mod – inhibitors or activators of human alpha-galactosidase in spleen homogenate. human spleen homogenate, 4MU-alpha-Gal fluorescence, 40 min. Potency, µM (titrated, usually from 80 µM), for the others: at the highest dose activity change, negative = inhibition, hits mostly inhibitors. 0.008% of 240,000 active. AID 2107;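 further: potency means the concentration at half of the fitted maximal effect; 0% = enzyme with vehicle and -100% = no enzyme basal signal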
Target sequence (P06280 32-429 limits assumed): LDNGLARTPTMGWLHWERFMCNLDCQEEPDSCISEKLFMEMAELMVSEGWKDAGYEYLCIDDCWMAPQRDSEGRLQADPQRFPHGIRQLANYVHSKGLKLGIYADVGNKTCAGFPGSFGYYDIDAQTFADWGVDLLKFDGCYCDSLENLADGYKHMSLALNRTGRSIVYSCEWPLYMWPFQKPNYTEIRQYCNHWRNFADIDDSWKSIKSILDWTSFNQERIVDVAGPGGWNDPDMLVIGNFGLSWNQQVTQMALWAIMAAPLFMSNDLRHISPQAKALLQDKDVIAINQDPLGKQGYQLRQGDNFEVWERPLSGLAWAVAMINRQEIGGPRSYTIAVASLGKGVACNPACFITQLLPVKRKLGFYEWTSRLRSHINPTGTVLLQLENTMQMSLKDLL
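Human spleen homogenate (1 ug) was the enzyme source, with 4-methylumbelliferyl-alpha-D-galactopyranoside (1 mM final) in pH 5.0 citrate buffer with 0.01% Tween-20. Compounds were titrated; after 40 min at 37C, NaOH/glycine stop, 4-MU fluorescence read; AC50 from Hill fits.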
Tau fluor counter – counter-screen for tau fibril formation inhibitors; tau K18 P301L Alexa594 fluorescence, heparin fibrillization; Potency, µM (series often up to 57.7 µM), without a hit: top-dose activity change, negative = decrease; 0.93% of 280,000 active; AID 1463; further: potency means the concentration at half of the fitted maximal effect; on the % scale 0 is the no-effect control and ±100 the full control effect; nearly all actives have a fitted effect of over 55% in size
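Human tau K18 P301L (15 uM unlabeled, 0.24 uM Alexa 594-labeled) in 100 mM sodium acetate pH 7 with 20 uM heparin, 6 hr at 37 C. ThT 30 uM added, 1 hr ambient; Alexa 594 FP and total fluorescence read at 555/632 nm.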
Epigenetic derep – epigenetic control regulation, reporter derepression | Potency, µM (top dose mostly 53.9 µM), for inactives: top-dose GFP activation, actives largely listed as activators | murine LDR cells, GFP reporter derepression, 30 h | AID 1865 | 0.2% of 280,000 active; further: potency means the concentration at half of the fitted maximal effect; % of control where 0% means no effect; nearly all actives have a fitted effect of over 60% in size
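In this reporter-derepression format, murine cells bearing a silenced integrated CMV-GFP locus incubate with test compound (30 h, 37 C), then are washed and imaged; fluorescent objects of 20–120 um count as induced cells.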
TRb-SRC2 inh – inhibitors of human thyroid hormone receptor beta-SRC2 interaction. P10828. TRbeta-SRC2 peptide binding, fluorescence polarization; receptor liganded with 1 µM T3. Potency, µM (doses to about 106 µM), for the others: top-dose activity change, negative = inhibition, actives largely listed as inhibitors. 0.065% of 280,000 active. AID 1469;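 further: potency means the concentration at half of the fitted maximal effect; plate controls were bound peptide for no effect and peptide without receptor for full effect; nearly all actives have a fitted effect of over 50% in size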
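Assay buffer: 20 mM Tris-HCl, 100 mM NaCl, 10% glycerol, 1 mM EDTA, 0.01% NP-40, 1 mM DTT, 1 uM T3, 5% DMSO; TRb LBD 0.6 uM, Texas Red SRC2 20 nM; FP after 5 hr.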
TR SRC2 fluor cs – counter-screen for TRb-SRC2 inhibitors: fluorescence interference; TRb/SRC2 Texas Red total fluorescence interference; Potency, µM (highest dose often 106 µM), for inactives: top-dose fluorescence change, negative = quenching; AID 1479; 0.29% of 280,000 active; active means well fitted curve in either direction with a large enough effect; inconclusive means small, poorly fitted or top-dose-only effect; further: potency means the concentration at half of the fitted maximal effect; on the % scale 0 is the no-effect control and ±100 the full control effect
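Flags fluorescent or light-absorbing compounds by total fluorescence, S + 2P, at 555 nm excitation and 632 nm emission. Mixture: 20 nM Texas Red SRC2 peptide, 0.6 uM human TRb LBD, 1 uM T3, 5% DMSO; compound exposure 5 h at ambient temperature.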
CBFb-RUNX1 inh – inhibitors of human CBF-beta and RUNX1 interaction | AlphaScreen CBFb-His/RUNX1-biotin binding, biochemical | AID 1477 | Potency, µM (highest dose often 59.8 µM), for inactives: at the top dose activity, negative = inhibition, actives largely listed as inhibitors | 230,000 tested, under 10 active; further: % of control where 0% means no effect
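Compounds were screened at multiple concentrations against a preformed CBF-beta(His)/RUNX1(biotin) complex (30 nM of each) for 15 min at room temperature, followed by 90 min with nickel and streptavidin beads and AlphaScreen reading.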
Tau FP inhib – tau fibrillization inhibition (FP); P10636; K18 P301L tau heparin fibrillization, Alexa594 FP, 6 h; Potency, µM (series often up to 57.7 µM), for the others: at the top dose activity, negative = inhibition, actives largely listed as inhibitors; 0.39% of 280,000 active; AID 1468; further: potency means the concentration at half of the fitted maximal effect; on the % scale 0 is the no-effect control and ±100 the full control effect; nearly all actives have a fitted effect of over 55% in size
Target sequence (P10636 561-689 P618L limits assumed): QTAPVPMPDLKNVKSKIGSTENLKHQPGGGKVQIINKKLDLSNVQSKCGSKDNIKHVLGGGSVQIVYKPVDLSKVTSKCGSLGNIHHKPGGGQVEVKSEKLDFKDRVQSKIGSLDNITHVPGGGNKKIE
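Steps: dispense K18 P301L tau (15 uM plus 0.24 uM Alexa 594 tracer, final) in pH 7 sodium acetate; add compound; add heparin (20 uM final); incubate 6 hr, 37 C; add ThT (30 uM final); after 1 hr ambient, read FP.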
NPSR antag – neuropeptide S receptor (human) antagonism, cAMP; 1% of 220,000 active; Q6W5P4; CHO-NPSR cells, cAMP TR-FRET, antagonist mode; AID 1461; Potency, µM (top dose mostly 38.3 µM), without a hit: at the highest dose activity change, negative = inhibition, most hits filed as inhibitors; further: potency means the concentration at half of the fitted maximal effect; on the % scale 0 is the no-effect control and ±100 the full control effect; nearly all actives have a fitted effect of over 50% in size; many of its hits are not listed in these tables
Numbers without * were called inactive; ? = inconclusive; / = no result given; [ ] = remark or other dose. Unless noted, the call rests on the fitted dose curve; in most records, active means well fitted curve in the direction sought with a large enough effect; inconclusive means small, poorly fitted or top-dose-only effect, or another doubt; inactive means no such curve, though single readings can be large; an effect the other way counts as inactive or inconclusive. The list is partial; rates above refer to the full screens.

Below each compound – NPSR antag | TRb-SRC2 inh | CBFb-RUNX1 inh | Tau FP inhib | TR SRC2 fluor cs | Tau fluor counter | aGal spleen mod | Epigenetic derep
COc1cc(NC(=O)CSc2nc(C)c(C)c(C)n2)c(C)cc1[N+](=O)[O-]
  -8%[46.1 µM] | 2% | -4% | -3% | -1% | -15% | 4% | -0.9%
CCCCn1c2ccccc2c2nnc(SCC(=O)Nc3ccc(NC(C)=O)cc3)nc21
  / | 1% | / | ? | -16% | -14% | / | 0.0%
COCCCn1c(SCC(=O)NC2CCCC2)nnc1-c1ccco1
  -6%[46.1 µM] | -19% | -2% | 9% | 3% | 4% | 8% | -1.0%
COc1ccc(C(=O)O)cc1Nc1nc2ccc(C)cc2n2cnnc12
  / | -16%[53 µM] | / | ? | -61%[53 µM] | ? | / | 0.0%
CC(C)(C)NC(=O)NC(=O)COc1ccc(Br)cc1Br
  -19% | 2% | -6% | 8% | -1% | 3% | 3% | 2.4%
CCOc1ccc(S(=O)(=O)NCCc2csc3nc(-c4ccc(OC)c(OC)c4)nn23)cc1
  / | -5% | / | ? | -1% | -24% | / | -0.1%
Fc1ccc(NC(=S)NC2CCCCC2)c(F)c1F
  -13%[46.1 µM] | -1% | 2% | -1% | -3% | 3% | 8% | -0.9%
[O-]C1=N/[N+](=C/c2ccc(Cl)cc2)CC1
  15%[46.1 µM] | -23% | 12% | -2% | -1% | -9% | 8% | -0.3%
Cc1nc2cc(N3CCCCC3)c(NC(=O)c3ccncc3)cc2c(=O)n1Cc1ccccc1
  -12%[46.1 µM] | -8% | -2% | -14% | 0% | -16% | -1% | 1.6%
CCN(CC)S(=O)(=O)c1ccc(Cl)c(C(=O)NCc2ccco2)c1
  2% | 3% | 9% | 6% | -4% | -7% | 7% | 0.2%
CCOc1ccc2nc(N3C(=O)/C(=C/c4ccccc4)NC3=S)sc2c1
  -2%[46.1 µM] | 2% | -3% | ? | -5% | ? | -7% | 0.9%
Cc1ccc(-n2c(N)c(C(=O)NCc3cccnc3)sc2=S)cc1
  -4%[46.1 µM] | -1% | 3% | -10% | -5% | -2% | 1% | -2.3%
CCOC(=O)c1noc2nc(C)n(CC(=O)Nc3cccc(OC)c3)c(=O)c12
  / | 4% | / | 2% | -2% | 7% | / | -0.9%
CSc1ccc(S(=O)(=O)Nc2c(C)cccc2C)cc1
  -28%[46.1 µM] | -1% | 13% | 2% | -3% | -12% | -11% | -1.0%
COCCN1C2=C(COC(C)(C)C2)C(=S)NC1c1ccccc1 (stereo not given)
  33% | 2% | 3% | -4% | -2% | -13% | -3% | 0.1%
O=C(NC1CCCC1)c1c[nH]c2ccc(F)cc2c1=O
  -14%[46.1 µM] | -8% | 5% | 5% | 0% | -10% | 8% | 4.8%
COc1cc(OC)c(NS(=O)(=O)c2cc3c(cc2C)NC(=O)CO3)cc1Cl
  / | -7% | / | 7% | 0% | -2% | / | 1.1%
Cc1ccc2oc(=O)c3cc(C(=O)N4CCN(C)CC4)sc3c2c1
  9% | -2% | 8% | 1% | 1% | 0% | 8% | -1.1%
C/C(Cl)=C\Cn1c(=O)c2c(nc3n2CCS3)n(C)c1=O
  -11%[46.1 µM] | -3% | 1% | 0% | -2% | 3% | 2% | -0.2%
O=[N+]([O-])c1ccc(NCCCNS(=O)(=O)c2ccccc2)c(Cl)c1
  1% | 2% | -22% | 0% | 3% | -30% | -4% | 0.0%
O=C(Nc1ccc(F)cc1)c1ccc(Cn2cnnn2)cc1
  8% | 0% | 4% | -4% | -7% | -1% | 1% | 0.0%
CC(=O)Oc1ccc2oc(-c3ccccc3)c(C(N)=O)c2c1
  5% | 2% | 8% | 1% | -1% | 5% | -4% | 1.1%
CC1CC(C)CN(c2cc(N(C)CCO)c([N+](=O)[O-])c3nonc23)C1 (stereo not given)
  -17% | -5% | 1% | -3% | -2% | 4% | 0% | -2.5%
O=C(NC1CCCC1)C(c1ccsc1)N(Cc1ccccc1)C(=O)Cc1cccs1 (stereo not given)
  ? | -4% | 4% | -2% | -1% | -7% | 2% | -1.1%
COC(=O)Cc1ccc(NC(=S)NNC(=O)C2CC2)cc1
  12% | 3% | 9% | -4% | 1% | 6% | 2% | 1.1%
CCCS(=O)(=O)N1CCCC(C(=O)NCCCN2CCCC2=O)C1 (stereo not given)
  4%[46.1 µM] | -10% | 1% | 3% | -2% | -1% | 8% | -1.2%
Cn1c(=O)c2c(nc(N3CCCCC3)n2CCNC2=NCCC2)n(C)c1=O
  -1%[46.1 µM] | 7% | 14% | -1% | 0% | -9% | 3% | 2.0%
COc1ccc(CCNC(=O)CCS(=O)(=O)c2cc(Br)cc3c2N(C(C)=O)CC3)cc1OC
  / | -4% | / | -5% | -1% | -6% | / | 2.2%
CCOc1cc(/C=C2\C(=O)ON=C2C)ccc1OCc1ccccc1
  -59% | -1% | -1% | -7% | -3% | -9% | 4% | ?
CC(=O)Nc1ccc(S(=O)(=O)Nc2ccc3c(c2)C(=O)OC3)cc1
  10% | -4% | 18% | 6% | -1% | 4% | 10% | -0.3%
NC(=O)NC(=O)CSc1nc2sc(-c3ccccc3)cc2c(=O)n1-c1ccccc1
  -34% | 3% | 6% | ? | -4% | -7% | -2% | 4.0%

Sorted by length of the SMILES (highest first): five of the compounds above
Below each compound – NPSR antag | TRb-SRC2 inh | CBFb-RUNX1 inh | Tau FP inhib | TR SRC2 fluor cs | Tau fluor counter | aGal spleen mod | Epigenetic derep
COc1ccc(CCNC(=O)CCS(=O)(=O)c2cc(Br)cc3c2N(C(C)=O)CC3)cc1OC
  / | -4% | / | -5% | -1% | -6% | / | 2.2%
NC(=O)NC(=O)CSc1nc2sc(-c3ccccc3)cc2c(=O)n1-c1ccccc1
  -34% | 3% | 6% | ? | -4% | -7% | -2% | 4.0%
CCOc1cc(/C=C2\C(=O)ON=C2C)ccc1OCc1ccccc1
  -59% | -1% | -1% | -7% | -3% | -9% | 4% | ?
CC(=O)Oc1ccc2oc(-c3ccccc3)c(C(N)=O)c2c1
  5% | 2% | 8% | 1% | -1% | 5% | -4% | 1.1%
O=C(Nc1ccc(F)cc1)c1ccc(Cn2cnnn2)cc1
  8% | 0% | 4% | -4% | -7% | -1% | 1% | 0.0%
